High-throughput results: PubChem BioAssay, National Center for Advancing Translational Sciences (NCATS)
ATXN2 expr inh: reduces ATXN2 reporter expression in HEK-293 cells; HEK-293 ATXN2-luciferase reporter, luminescence, 24 h; Potency, µM (top dose mostly 57 µM), without a hit: top-dose activity change, negative = inhibition, usual class: inhibitors; 360,000 tested, 0.72% active; AID 1745845; further: potency means the concentration at half of the fitted maximal effect; on the % scale 0 is the no-effect control and ±100 the full control effect; nearly all actives have a fitted effect of over 55% in size
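qHTS (up to 57 uM final) was run with 24 h compound exposure of reporter cells at 37 °C. Each well was multiplexed: SteadyGlo luminescence measured ATXN2-luciferase expression after a fluorogenic Gly-Phe-AFC viability readout (25 uM final).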
SW480 rerep: inducers of DNA re-replication in SW480 colon cancer cells; SW480 DNA re-replication, Hoechst DNA content imaging, 48 h; Potency, µM (highest dose often 46.1 µM), without a hit: at the top dose re-replication activation, hits mostly activators; 340,000 tested, 1.8% active; AID 624297; further: potency means the concentration at half of the fitted maximal effect; % of control where 0% means no effect; nearly all actives have a fitted effect of over 55% in size
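Quantitative HTS format with DMSO vehicle controls; 48 hr drug incubation at 37 C, then 40 min Hoechst staining and scanning imager measurement at 405 nm excitation.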
IL1B secr inh: inflammasome signaling inhibition, IL-1 beta readout. THP-1 LPS/ATP IL-1B secretion, AlphaLISA, 16 h; stronger effect = lower value. activity change, % at 57.5 µM. 360,000 tested, 4.7% active; in the data active means activity change below about -50%; inconclusive means mostly about -30% to -49%; further: on the % scale 0 is the no-effect control and ±100 the full control effect
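Secreted IL-1B measured by AlphaLISA bead assay after 16 h compound exposure of THP-1 cells; compounds (final up to 57.5 uM) added 1 h before LPS (250 ng/mL) and ATP (1.25 mM) stimulation; lower signal means less secretion.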
HepG2 viability: counter-screen for TGF-b inhibitors: cytotoxicity in HepG2 cells. Potency, µM (series often up to 46.1 µM), inactives show at the top dose activity change, negative = cytotoxicity, actives largely listed as cytotoxic. HepG2 CAGA-GFP viability, ATP luminescence, 18 h. 410,000 tested, 0.76% active; further: potency means the concentration at half of the fitted maximal effect; some results filed as inactive show a strong effect at the top dose
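HepG2 CAGA-GFP cells (1000/well, DMEM with 1% FBS) received compound, then TGF-beta at 500 pg/mL final, and were incubated 18 hours at 37 degrees C. Viability was read by CellTiter-Glo luminescence. Media-only wells were set as complete cell-killing and DMSO as no toxicity.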
ATXN viability: cell viability loss in ATXN counter-screen | 400,000 tested, 0.49% active | S2 cells (HEK-293 line with an ATXN2-luciferase reporter) viability, CellTiter-Fluor protease fluorescence, 24 h | Potency, µM (series often up to 56.7 µM), usual class: cytotoxic; further: potency means the concentration at half of the fitted maximal effect; nearly all actives have a fitted effect of over 40% in size
HT1080-NT tox: kills 2HG-producing HT-1080-NT fibrosarcoma cells | Potency, µM (doses to about 46.1 µM), for the others: at the top dose activity, negative = less viability, actives largely listed as cytotoxic | AID 686970 | HT-1080-NT fibrosarcoma viability, CellTiter-Glo ATP luminescence, 48 h | 360,000 tested, 1.6% active;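 further: NT is the 2HG producing partner of a matched IDH1 knockdown line; potency means the concentration at half of the fitted maximal effect; 0% = DMSO-treated cells and -100% = media-only wells without cells; nearly all actives have a fitted effect of over 55% in size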
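Compounds were tested in concentration-response format on HT-1080-NT cells for 48 hours at 37 degrees C. Cell viability came from CellTiter-Glo luminescence; curves were classified by r2, response magnitude and activity.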
KB-3-1 cytotox: kills parental KB-3-1 adenocarcinoma cells. Potency, µM (titrated, usually from 46.1 µM), for inactives: at the highest dose activity change, negative = cytotoxic, usual class: cytotoxic. KB-3-1 viability, CellTiter-Glo ATP luminescence, 72 h. 400,000 tested, 1.4% active; further: potency means the concentration at half of the fitted maximal effect; on the % scale 0 is the no-effect control and ±100 the full control effect; nearly all actives have a fitted effect of over 60% in size
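Cytotoxicity in the drug-sensitive parental line KB-3-1 was scored as loss of CellTiter-Glo luminescence following 72 h incubation with compound. Values come from curve fitting of normalized concentration-response data.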
MCF10A rerep: induces DNA re-replication in MCF 10a normal breast cells; MCF 10A DNA re-replication, Hoechst nuclear intensity, 48 h; Potency, µM (top dose mostly 46.1 µM), for inactives: top-dose activity, positive = re-replication, most hits filed as activators; 350,000 tested, 2.9% active; further: potency means the concentration at half of the fitted maximal effect; % of control where 0% means no effect; nearly all actives have a fitted effect of over 50% in size
HT1080 IDH1KD tx: kills HT-1080 cells with IDH1 knockdown | HT-1080 IDH1 knockdown viability, ATP luminescence, 48 h | Potency, µM (doses to about 46.1 µM), for inactives: top-dose activity, negative = toxicity, usual class: cytotoxic | 360,000 tested, 2% active | AID 686971;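 further: potency means the concentration at half of the fitted maximal effect; 0% = DMSO wells and -100% = cell-free medium wells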
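CellTiter-Glo luminescence after 48 h compound exposure at 37 degrees C of IDH1-knockdown HT-1080 cells in 5% FBS RPMI. %Activity scaled between DMSO wells and cell-free media wells, with curves fitted and assigned curve classes.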
* = called active by the depositor; [ ] = another dose, or the depositor's remark. Unless noted, the call rests on the fitted dose curve; in most records, active means well fitted curve in the direction sought with a large enough effect; inconclusive means small, poorly fitted or top-dose-only effect, or another doubt; inactive means no such curve, though single readings can be large; an effect the other way counts as inactive or inconclusive.

For COc1ccc(OC)c(NC(=O)c2cc3n(n2)C(C(F)(F)F)CC(c2ccc4c(c2)OCO4)N3)c1 (stereo unspecified) the results were ATXN2 expr inh inconclusive, SW480 rerep 13%, IL1B secr inh -61*, HepG2 viability -35%, ATXN viability inactive, HT1080-NT tox inconclusive, KB-3-1 cytotox inconclusive, MCF10A rerep 4% and HT1080 IDH1KD tx inconclusive.
Screening COc1ccc(-c2[nH]ncc2CN(C)C(C)c2ccon2)c(OC)c1 (stereo unspecified) returned SW480 rerep -14%, IL1B secr inh 13, HepG2 viability 7%, ATXN viability inactive, HT1080-NT tox -2%, KB-3-1 cytotox 7%, MCF10A rerep 3% and HT1080 IDH1KD tx 10%.
`CCOc1ccc(OCC)c(NS(=O)(=O)c2cc(-c3cnc(C)o3)ccc2OC)c1` gave ATXN2 expr inh 5%, HepG2 viability -18%, ATXN viability inactive and KB-3-1 cytotox -9%.
Screening COCCN1C(=O)N[C@@H](c2cccc(F)c2)C(C(=O)OC)=C1C returned ATXN2 expr inh 8%, SW480 rerep -7%, IL1B secr inh 16, HepG2 viability -1%, ATXN viability inactive, HT1080-NT tox 10%, KB-3-1 cytotox 6%, MCF10A rerep -59%[inhibitor] and HT1080 IDH1KD tx 13%.
Screening CCc1noc(C)c1C(=O)N1CCN(c2ccc([N+](=O)[O-])cc2)CC1 returned IL1B secr inh -28, HepG2 viability 1%, ATXN viability inconclusive, HT1080-NT tox 0%, KB-3-1 cytotox -12% and HT1080 IDH1KD tx 3%.
`CN(C)S(=O)(=O)c1cccc(NC(=O)c2sccc2-c2ccccc2)c1` gave ATXN2 expr inh -4%, SW480 rerep -1%, IL1B secr inh -13, HepG2 viability 17%, ATXN viability inactive, HT1080-NT tox 6%, MCF10A rerep inconclusive and HT1080 IDH1KD tx 7%.
Cc1c(CNCCC2=CCCCC2)c(C(=O)O)c(C)n1Cc1ccccc1 was read as ATXN2 expr inh -17%, SW480 rerep -46%, IL1B secr inh -3, HepG2 viability -6%, ATXN viability inactive, HT1080-NT tox 1%, KB-3-1 cytotox -13%, MCF10A rerep inconclusive and HT1080 IDH1KD tx 0%.
`Cc1ccc(-n2ncc3c(SCc4cccc(C)c4)ncnc32)cc1` gave ATXN2 expr inh 44%[activator], SW480 rerep -1%, IL1B secr inh 15, HepG2 viability 20%, ATXN viability inactive, HT1080-NT tox inconclusive, KB-3-1 cytotox -2%, MCF10A rerep 1% and HT1080 IDH1KD tx inconclusive.
Screening COc1ccc(CC(=O)N/N=C(\C)c2cccnc2)cc1 returned ATXN2 expr inh 4%, SW480 rerep 7%, IL1B secr inh 3, HepG2 viability 6%, ATXN viability inactive, HT1080-NT tox 11%, KB-3-1 cytotox 10%, MCF10A rerep 6% and HT1080 IDH1KD tx 8%.
Screening CN1CC2(C)CN(C(c3ccccc3)c3ccccc3)CC(C)(C1)C2O (stereo unspecified) returned ATXN2 expr inh -11%, SW480 rerep 0%, IL1B secr inh inconclusive, HepG2 viability 1%, ATXN viability inactive, HT1080-NT tox -8%, KB-3-1 cytotox inconclusive, MCF10A rerep 8% and HT1080 IDH1KD tx -9%.
Screening CCCc1cc(=O)[nH]c(SCC(=O)NC(=O)NC2CCCC2)n1 returned ATXN2 expr inh -24%, SW480 rerep -3%, IL1B secr inh 54, HepG2 viability -3%, ATXN viability inconclusive, HT1080-NT tox 0%, KB-3-1 cytotox inconclusive, MCF10A rerep -1% and HT1080 IDH1KD tx -14%.
CCOC(=O)C1=C(C)N=C2c3ccccc3C(=O)C2C1c1ccc(C)cc1 (stereo unspecified) was read as ATXN2 expr inh inconclusive, SW480 rerep 0%[9.22 µM], IL1B secr inh 10, HepG2 viability -62%, ATXN viability inconclusive, HT1080-NT tox inconclusive, KB-3-1 cytotox -11%, MCF10A rerep inconclusive and HT1080 IDH1KD tx inconclusive.
COc1cc(C(=O)NCC2CCCO2)ccc1OCc1c(C)noc1C (stereo unspecified) was read as ATXN2 expr inh 7%, SW480 rerep -1%, IL1B secr inh 1, HepG2 viability -9%, ATXN viability inactive, HT1080-NT tox 18%, KB-3-1 cytotox -1%, MCF10A rerep 2% and HT1080 IDH1KD tx 9%.
`CCOc1ccc(S(=O)(=O)N2CCOCC2)cc1NC(=O)CN1C(=O)NC(C)(c2ccccc2)C1=O` (stereo unspecified) gave ATXN2 expr inh 0%, SW480 rerep 2%, IL1B secr inh 4, HepG2 viability -10%, ATXN viability inactive, HT1080-NT tox -3%, KB-3-1 cytotox -4%, MCF10A rerep 2% and HT1080 IDH1KD tx -1%.
Screening COc1ccccc1CNC(=O)COC(=O)/C=C/c1ccc(OC(F)F)c(OC)c1 returned ATXN2 expr inh -5%, SW480 rerep 1%, IL1B secr inh -3, HepG2 viability -2%, ATXN viability inactive, HT1080-NT tox 0%, KB-3-1 cytotox 0%, MCF10A rerep 9% and HT1080 IDH1KD tx 2%.
For CN(CCc1ccccn1)S(=O)(=O)c1ccc(F)cc1 the results were ATXN2 expr inh -4%, SW480 rerep -2%, IL1B secr inh 15, HepG2 viability -3%, ATXN viability inactive, HT1080-NT tox 2%, KB-3-1 cytotox 5%, MCF10A rerep -17% and HT1080 IDH1KD tx -1%.
For O=C(CCN1C(=O)/C(=C/c2ccccc2)SC1=S)Nc1ccccn1 the results were ATXN2 expr inh -12%, SW480 rerep -10%, IL1B secr inh 11, HepG2 viability 3%, ATXN viability inactive, HT1080-NT tox -5%, KB-3-1 cytotox 1%, MCF10A rerep 1% and HT1080 IDH1KD tx -6%.
Screening COc1ccc(/C=N/NC(=O)CN(C)S(=O)(=O)c2ccc(NC(C)=O)cc2)cc1 returned ATXN2 expr inh -2%, SW480 rerep -5%, IL1B secr inh -2, HepG2 viability 11%, ATXN viability inactive, HT1080-NT tox 2%, KB-3-1 cytotox 8%, MCF10A rerep -8% and HT1080 IDH1KD tx 11%.
`O=C1c2ccccc2-c2nc3ncnn3c(-c3ccccc3Cl)c21` gave ATXN2 expr inh -23%, SW480 rerep -1%, IL1B secr inh 22, HepG2 viability -18%, ATXN viability inconclusive, HT1080-NT tox 5%, KB-3-1 cytotox 9%, MCF10A rerep 0% and HT1080 IDH1KD tx -5%.
Screening COc1cc2nc(NC(=O)c3ccc(Cl)cc3)sc(=O)c2cc1OC returned ATXN2 expr inh -35%, SW480 rerep 0%, IL1B secr inh -1, HepG2 viability -3%, ATXN viability inconclusive, HT1080-NT tox 13%, KB-3-1 cytotox 14%, MCF10A rerep 9% and HT1080 IDH1KD tx 17%.

The last two records of the section before lead into the next:
`O=C1c2ccccc2-c2nc3ncnn3c(-c3ccccc3Cl)c21` gave ATXN2 expr inh -23%, SW480 rerep -1%, IL1B secr inh 22, HepG2 viability -18%, ATXN viability inconclusive, HT1080-NT tox 5%, KB-3-1 cytotox 9%, MCF10A rerep 0% and HT1080 IDH1KD tx -5%.
Screening COc1cc2nc(NC(=O)c3ccc(Cl)cc3)sc(=O)c2cc1OC returned ATXN2 expr inh -35%, SW480 rerep 0%, IL1B secr inh -1, HepG2 viability -3%, ATXN viability inconclusive, HT1080-NT tox 13%, KB-3-1 cytotox 14%, MCF10A rerep 9% and HT1080 IDH1KD tx 17%.
`O=C(COc1ccc(/C=N/NC(=O)c2ccncc2)cc1)Nc1ccccc1` gave ATXN2 expr inh 29%, SW480 rerep -2%, IL1B secr inh 11, HepG2 viability 8%, ATXN viability inactive, HT1080-NT tox 0%, KB-3-1 cytotox 5%, MCF10A rerep 1% and HT1080 IDH1KD tx -12%.
`CC(C)(C)NCc1cc(Cl)ccc1OCc1cccs1` gave ATXN2 expr inh -16%, IL1B secr inh 0, HepG2 viability -30%, ATXN viability inactive, HT1080-NT tox -13%, KB-3-1 cytotox 6%, MCF10A rerep -1% and HT1080 IDH1KD tx -16%.
`O=[N+]([O-])c1ccc(N2CCN(C(=S)c3cccc([N+](=O)[O-])c3)CC2)cc1` gave ATXN2 expr inh -19%, SW480 rerep 14%, IL1B secr inh -16, HepG2 viability 13%, ATXN viability inactive, HT1080-NT tox -5%, KB-3-1 cytotox -3%, MCF10A rerep 2% and HT1080 IDH1KD tx -7%.
`CCOC(=O)c1[nH]c(C)c(C(=O)Nc2cc(Cl)ccc2C)c1C` gave ATXN2 expr inh -2%, SW480 rerep 0.82µM*, IL1B secr inh 49, HepG2 viability 1%, ATXN viability inconclusive, HT1080-NT tox 0.32µM*, KB-3-1 cytotox inconclusive, MCF10A rerep inconclusive and HT1080 IDH1KD tx 0.089µM*.
For N#CCc1ccc(NS(=O)(=O)c2ccc(N3CCCC3=O)cc2)cc1 the results were ATXN2 expr inh 7%, SW480 rerep -2%, IL1B secr inh 62, HepG2 viability -5%, ATXN viability inactive, HT1080-NT tox -8%, KB-3-1 cytotox -20%, MCF10A rerep -1% and HT1080 IDH1KD tx -9%.
Screening COc1ccc(NC(=S)N2CCN(Cc3ccc(C)cc3)CC2)cc1 returned ATXN2 expr inh -27%, SW480 rerep -16%, IL1B secr inh -23, HepG2 viability 0%, ATXN viability inactive, HT1080-NT tox -14%, KB-3-1 cytotox -16%, MCF10A rerep inconclusive and HT1080 IDH1KD tx -2%.
Screening O=C(NC1CCOC1)c1ccc(OC2CCN(CCc3ccccc3)CC2)cc1 (stereo unspecified) returned ATXN2 expr inh -23%, SW480 rerep -2%, IL1B secr inh 7, HepG2 viability 0%, ATXN viability inactive, HT1080-NT tox -1%, KB-3-1 cytotox -10%, MCF10A rerep 0% and HT1080 IDH1KD tx -11%.
COCCN(C(=O)COC(=O)CC(C)c1ccccc1)c1c(N)n(Cc2ccccc2)c(=O)[nH]c1=O (stereo unspecified) was read as ATXN2 expr inh -7%, SW480 rerep -39%[inhibitor], IL1B secr inh -11, HepG2 viability 1%, ATXN viability inactive, HT1080-NT tox 5%, KB-3-1 cytotox 1%, MCF10A rerep -6% and HT1080 IDH1KD tx 12%.
For CNS(=O)(=O)c1cc(-c2nn3c(C)nnc3c3ccccc23)ccc1C the results were ATXN2 expr inh 17%, HepG2 viability -6%, ATXN viability inactive and KB-3-1 cytotox -2%.

Outcome played no part in choosing rows. Share with any hit: about 8.9%.
